Screening data: PubChem, National Center for Advancing Translational Sciences (NCATS)
Tau fluor counter = counter-screen for tau fibril formation inhibitors. Potency, µM (top dose mostly 57.7 µM), for inactives: at the highest dose activity change, negative = decrease. 280,000 compounds, 0.93% hits. tau K18 P301L Alexa594 fluorescence, heparin fibrillization; note: % is set by controls: 0 for no effect and ±100 for the full control effect; nearly all actives have a fitted effect of over 55% in size
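Human K18 P301L tau (15 uM unlabeled plus 0.24 uM Alexa 594-labeled, final) in 100 mM sodium acetate pH 7 was mixed with compound and 20 uM heparin and incubated 6 hr at 37 C.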
GAA glycogen = inhibitors or activators of human alpha-glucosidase glycogen cleavage | recombinant GAA, glycogen substrate, Amplex Red glucose oxidase fluorescence | P10253 | Potency, µM (top dose mostly 76.4 µM), for the others: top-dose activity change, negative = inhibition, usual class: inhibitors | 300,000 compounds, 0.38% hits;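 note: 0% = full enzyme reaction and -100% = no-enzyme basal signal; the screen sought inhibitors and activators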
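qHTS, 1536-well; enzyme 4 nM final; cpd up to 77 uM; substrate bovine liver glycogen 30 ug; 50 mM citrate/phosphate pH 5.0, 0.01% Tween-20; 37 C, 40 min; Amplex Red detection 45 min RT; Hill fit → AC50.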
GAA spleen mod = inhibitors or activators of human alpha-glucosidase in spleen homogenate; P10253; human spleen homogenate, 4-MU-alpha-glucoside fluorescence; Potency, µM (highest dose often 79.9 µM), without a hit: at the highest dose activity change, negative = inhibition, usual class: inhibitors; 240,000 compounds, 0.006% hits; AID 2112;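 note: 0% = enzyme with vehicle and -100% = no enzyme basal signal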
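AC50 values come from Hill-equation fits of concentration-response data, normalized to no-enzyme and full-activity controls. Enzyme source: 1 ug human spleen homogenate; 1 mM fluorogenic 4-MU glucoside, pH 5.0 citrate buffer, 37 C, 40 min.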
HTT cytoprotect = Huntington cell model cytoprotection by ATP luminescence; 230,000 compounds, 0.14% hits; Potency, µM (series often up to 56.4 µM), without a hit: cytoprotection (ATP increase), hits mostly activators; PC12 HTT-Q103 induced, cytoprotection, ATP luminescence, 40 h;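 note: % of control where 0% means no effect; nearly all actives have a fitted effect of over 45% in size; toxic huntingtin expression switched on by the ecdysone agonist tebufenozide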
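Compounds added alongside 100 nM tebufenozide, which induces toxic Q103 huntingtin exon 1-GFP in stable PC12 cells; surviving cells quantified by luminescent ATP measurement. Medium: phenol red-free DMEM, 5% equine and 5% calf serum.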
GAA inhib = blocks human lysosomal alpha-glucosidase; AID 1466; 200,000 compounds, 0.005% hits; purified human GAA, 4-MU-alpha-glucoside fluorescence; Potency, µM (titrated, usually from 76.9 µM), for the others: at the top dose activity change, negative = inhibition, most hits filed as inhibitors;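 note: plate controls were uninhibited enzyme wells for no effect and no-enzyme background for full effect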
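Compounds are titrated up to 77 uM against 4 nM human enzyme. Substrate 4-methylumbelliferyl-alpha-D-pyranoside (400 uM) reacts 20 min at room temperature in pH 5.0 buffer; liberated 4-methylumbelliferone is read at 440 nm.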
Tau fibril FP = inhibitors of human tau fibril formation. AID 1468. K18 P301L tau heparin fibrillization, Alexa594 FP, 6 h. 280,000 compounds, 0.39% hits. Potency, µM (highest dose often 57.7 µM), inactives show at the top dose activity, negative = inhibition, actives largely listed as inhibitors; note: % is set by controls: 0 for no effect and ±100 for the full control effect; nearly all actives have a fitted effect of over 55% in size
Target sequence (P10636 561-689 P618L limits assumed): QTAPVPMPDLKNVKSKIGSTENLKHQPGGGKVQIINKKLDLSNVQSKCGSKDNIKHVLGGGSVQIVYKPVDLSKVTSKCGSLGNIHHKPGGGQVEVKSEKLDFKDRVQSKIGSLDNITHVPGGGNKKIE
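FP of Alexa 594-tau after heparin (20 uM) induction. Substrate: human K18 P301L, 15 uM unlabeled, 0.24 uM labeled. Buffer 100 mM sodium acetate pH 7. 6 hr, 37 C.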
Tau ThT inhib = inhibitors of human tau fibril formation, thioflavin T binding; AID 1460; recombinant tau K18 P301L (four-repeat tau fragment), heparin-induced fibrillization, ThT fluorescence; 270,000 compounds, 2.1% hits; P10636; Potency, µM (series often up to 57.4 µM), without a hit: top-dose activity, negative = inhibition, hits mostly inhibitors; note: % is set by controls: 0 for no effect and ±100 for the full control effect; nearly all actives have a fitted effect of over 55% in size
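Heparin-induced fibrillization of the P301L-mutant K18 repeat-domain fragment of human tau was followed by ThT binding in quantitative high-throughput format.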
GLA spleen mod = alpha-galactosidase A (human) modulation. 240,000 compounds, 0.008% hits. human spleen homogenate, 4MU-alpha-Gal fluorescence, 40 min. Potency, µM (highest dose often 80 µM), for inactives: top-dose activity change, negative = inhibition, most hits filed as inhibitors. P06280;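 note: 0% = enzyme with vehicle and -100% = no enzyme basal signal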
Target sequence (P06280 32-429 limits assumed): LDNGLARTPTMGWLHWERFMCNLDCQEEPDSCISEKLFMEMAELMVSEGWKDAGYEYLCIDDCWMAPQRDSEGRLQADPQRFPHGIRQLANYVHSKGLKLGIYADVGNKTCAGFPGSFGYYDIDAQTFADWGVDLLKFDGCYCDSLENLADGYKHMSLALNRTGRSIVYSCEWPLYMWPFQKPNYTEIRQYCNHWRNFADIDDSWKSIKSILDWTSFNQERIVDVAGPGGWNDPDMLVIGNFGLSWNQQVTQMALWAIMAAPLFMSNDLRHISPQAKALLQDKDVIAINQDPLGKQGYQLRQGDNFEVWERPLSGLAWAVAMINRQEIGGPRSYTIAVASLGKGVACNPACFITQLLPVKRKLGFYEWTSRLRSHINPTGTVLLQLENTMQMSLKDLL
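qHTS titration in buffer at pH 5.0. Alpha-galactosidase activity in spleen homogenate was measured via 4-methylumbelliferone release from 1 mM fluorogenic substrate after 40 min at 37C and a pH 10 stop. AC50 came from Hill fits of control-normalized data.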
An asterisk follows results filed as active; ? = inconclusive; . = no result given; & = joins results of further samples; [ ] = another dose, or the depositor's remark. Calls come from the whole dose curve; as a rule, active = well fitted curve in the direction sought with a large enough effect; inconclusive = small, poorly fitted or top-dose-only effect, or another doubt; inactive = no such curve, though single readings can be large; an effect the other way counts as inactive or inconclusive. Potency is the fitted concentration of half-maximal effect.

Structure,Tau fibril FP,GAA inhib,Tau ThT inhib,GLA spleen mod,GAA spleen mod,HTT cytoprotect,GAA glycogen,Tau fluor counter
CCc1c(C(=O)NNC(=S)NCCc2ccccc2)csc1C,?,4%,1%,-5%,-9%,-10%[10 µM],?,-15%
N=c1ccn2c(n1)O[C@H]1[C@@H](O)[C@@H](CO)O[C@H]12,2%,.,-5%,8%,9%,.,.,-6%
COc1ccc(N2CCN(C(=O)c3cc4c(s3)-c3ccccc3OC4)CC2)cc1,-5%,.,-9%,.,.,.,-6%&-1%[76.3 µM],-12%
COc1ccc(/C=C/c2nc(C#N)c(N3CCCCC3)o2)cc1OC,?,.,?,.,.,.,-1%[76.3 µM],?
O=C(NNC(=S)Nc1ccccc1)C1CCCCC1,2%,5%,-9%,-20%,-12%,-34%[inhibitor],?,-9%
Cc1c(C#N)c(N)nc2c3c(sc12)NC(=O)CC3c1ccccc1 (configuration not stated),-2%,?,6%,?,-6%,.,-4%,-4%
CCCCc1ccc(NC(=S)NN2CCOCC2)cc1,9%,5%,12%,-3%,-5%,13%[10 µM],-18%,5%
CC1CCCN(c2ccc(C(=O)NCC3CCCO3)cn2)C1 (configuration not stated),0%,1%,-17%,9%,6%,-5%[10 µM],3%,-11%
Cc1cc(C=C2C(=O)c3ccccc3C2=O)c(C)n1C,-2%,-10%,11µM*,-6%,-13%,-11%[10 µM],5%,-22%
Cc1ccc(S(=O)(=O)N2CCN(C(=O)CCN3C(=O)c4ccccc4C3=O)CC2)cc1C,-6%,?,0%,7%,-3%,4%[10 µM],-1%,-3%
Cc1ccccc1C(=O)N/N=C1\SCC(=O)N1Cc1ccco1,-6%,4%,-3%,0%,5%,-14%[10 µM],-16%,-2%
Cc1cc(C)c(C)c(OC(=O)c2sc(Cl)nc2C)c1,-13%,-8%,?,-14%,-2%,-2%[10 µM],6%,-9%
COc1ccc(NC2CC(=O)N(c3cccc(C)c3)C2=O)cc1 (configuration not stated),5%,?,?,-5%,-3%,-13%,?,-8%
O=C(c1cccc(S(=O)(=O)Nc2ccccc2F)c1)N1CCN(c2ccccc2F)CC1,4%,-6%,-6%,0%,-2%,-14%,2%,-3%
O=c1c2ccccc2nnn1CSc1nnc(-c2cccc(S(=O)(=O)N3CCCCC3)c2)o1,2%,-11%,-6%,-6%,-17%,13%[10 µM],0%,-23%
Cc1noc(/C=C/N(C)C)c1S(=O)(=O)N1CCN(c2ccccc2)CC1,-6%,-2%[15.4 µM],?,6%,-9%,-1%,-8%,-27%
Cn1c(-c2cnn(-c3ccccc3)c2N)n[nH]c1=S,-6%,-3%,-11%,7%,2%,9%[10 µM],-9%,-17%
Cc1ccc(SCC(=O)NC(=O)c2ccc(S(=O)(=O)N(C)C)cc2)cc1C,-1%,10%,11%,3%,3%,16%[10 µM],2%,7%
O=C(CCc1nc(-c2ccccc2F)no1)NC1CCN(Cc2ccccc2)CC1,2%,-11%,11%,-3%,-2%,10%,2%,12%
NS(=O)(=O)c1ccc(NC(=O)C(=O)NCCC(=O)O)cc1,5%,-7%,-6%,5%,12%,7%[10 µM],-6%,-3%
CC1CN(C(=O)NCc2ccccc2)c2cc(Cl)ccc2O1 (configuration not stated),?,.,0%,.,.,.,1%,?
N#Cc1c(N2C(=O)C3C4C=CC(C4)C3C2=O)sc2c1CCC2 (configuration not stated),-2%,0%,-1%,-1%,-3%,3%,-4%,-2%
Cc1nnc(SCCN2CCOCC2)n1-c1cccc(Cl)c1,1%,-1%,-4%,2%,1%,-1%,4%,1%
CCOc1ccc(NC(=O)C2CCN(S(=O)(=O)c3ccc4c(c3)oc(=O)n4C)CC2)cc1,-7%,.,2%,.,.,.,0%[76.3 µM],-8%
C=CCN(C(=O)CNC(=O)c1ccco1)C(C(=O)NC1CCCCC1)c1ccc(OC)cc1 (configuration not stated),2%,?,-16%,-2%,-1%,-22%[1.9 µM],6%,-8%

Some of the entries so far, with two lines to a compound:
Every second line gives: Tau fibril FP, GAA inhib, Tau ThT inhib, GLA spleen mod, GAA spleen mod, HTT cytoprotect, GAA glycogen, Tau fluor counter
N#Cc1c(N2C(=O)C3C4C=CC(C4)C3C2=O)sc2c1CCC2 (configuration not stated)
 : -2%, 0%, -1%, -1%, -3%, 3%, -4%, -2%
Cc1nnc(SCCN2CCOCC2)n1-c1cccc(Cl)c1
 : 1%, -1%, -4%, 2%, 1%, -1%, 4%, 1%
CCOc1ccc(NC(=O)C2CCN(S(=O)(=O)c3ccc4c(c3)oc(=O)n4C)CC2)cc1
 : -7%, ., 2%, ., ., ., 0%[76.3 µM], -8%
C=CCN(C(=O)CNC(=O)c1ccco1)C(C(=O)NC1CCCCC1)c1ccc(OC)cc1 (configuration not stated)
 : 2%, ?, -16%, -2%, -1%, -22%[1.9 µM], 6%, -8%

Following part:
Structure,Tau fibril FP,GAA inhib,Tau ThT inhib,GLA spleen mod,GAA spleen mod,HTT cytoprotect,GAA glycogen,Tau fluor counter
O=C(CSc1nnnn1-c1ccc(Cl)cc1)Nc1cccnc1Cl,6%,-1%,-10%,0%,-11%,0%[10 µM],0%,-17%
CN(C)c1nc2n(c(=S)n1)CCS2,-2%,-10%,0%,4%,1%,15%,3%,2%
CCOC(=O)n1c(=O)n(Cc2ccc(F)cc2)c2ccccc21,-4%,0%,-7%,-9%,-1%,-11%,5%,-12%
CN(C(=O)C1CCCO1)c1nnc(-c2cnccn2)s1 (configuration not stated),4%,1%,-10%,6%,2%,-3%,4%,-5%
CCN(CC)C(=O)c1ccccc1NC(=O)c1ccccc1SC,-4%,3%,-9%,5%,-21%,14%[10 µM],-6%,-12%
O=S(=O)(Nc1ccc(O)c(Sc2nc3ccccc3s2)c1)c1cc(Cl)ccc1Cl,?,.,?,.,.,.,?,10µM*[quencher]
O=C(N/N=C/c1ccc(Br)cc1)c1ccccc1-n1cccc1,-4%,-6%,-12%,6%,3%,-61%[inhibitor],-13%,-18%
Cc1nonc1NC(=O)CSc1nc2ccccc2[nH]1,4%,2%,-7%,1%,1%,-16%,12%,-1%
O=C(CSc1nnc(CNC(=O)c2c(F)cccc2Cl)o1)Nc1ccccc1,4%,?,-4%,5%,5%,-8%,3%,-1%
COC(=O)C(NC(C)=O)(Nc1sc2c(c1C(N)=O)CCCC2)C(F)(F)F (configuration not stated),-5%,1%,-15%,5%,-4%,-2%,20µM*,-10%
O=C(O)CCCCCNC(=O)Nc1ccc2c(c1)OCCO2,-8%,-2%,-11%,8%,-5%,-11%,9%,-9%
COC(=O)c1c(NC(=O)c2ccccc2)sc(C(=O)c2ccccc2)c1C,-6%,-17%,-14%,-19%,0%,-36%,10%,-22%
O=C(CSc1nnc(Cc2ccccc2)o1)NCc1ccc2c(c1)OCO2,?,-3%,0%,-4%,-18%,-28%,1%,-3%
COCCOc1nc2ccccc2nc1C,-1%,2%,-5%,0%,2%,3%,-3%,2%
CN1CCN(C(=O)CCc2nc(-c3ccc(Cl)cc3)no2)CC1,17%,12%,7%,-3%,-2%,-6%,-20%,8%
COc1ccc(-c2nnn(CC(=O)c3c[nH]c4ccccc34)n2)cc1OC,?,?,-2%,-11%,0%,-5%[10 µM],-1%,?
O=[N+]([O-])c1ccc(COc2cccnc2)cc1,-2%,5%,?,1%,-11%,-14%,2%,-11%
CC1(C)CC(=O)C(C=NCC2CCNCC2)=C(O)C1,-11%,3%,-12%,0%,-5%,3%,0%,-1%
COC(=O)CSc1nc(-c2ccccc2)c2c(c1C#N)CCCC2,0%,-7%,-21%,-6%,-8%,-13%,-1%,-20%
CCCN(c1ccc(C(C)C)cc1)S(=O)(=O)c1c(C)[nH]c(=O)[nH]c1=O,-2%,-5%,4%,8%,-17%,-30%,-2%,-1%
COc1ccc(Cn2nnnc2C(c2ccccc2Cl)N2CCC(C(N)=O)CC2)cc1 (configuration not stated),2%,7%,-8%,0%,-14%,-9%,1%,-2%
COc1ccc(OC)c(NC=C2C(=O)OC3(CCCCC3)OC2=O)c1,7%,-5%,0%,2%,-1%,0%,3%,-11%
O=C(NCCO)C(O)C(O)C(=O)NCCO (configuration not stated),7%[2.34 µM],1%,?,-7%,-11%,18%[10 µM],17%,-1%
O=C(Nc1ccc2[nH]ccc2c1)c1ccc(F)cc1,10%,-13%,-17%,0%,1%,-77%[inhibitor][10 µM],1%,-21%
Cn1cc(C(=O)N/N=C/c2cc(Br)cs2)c2ccccc21,?,.,.,0%,4%,-2%[10 µM],4%,-29%
O=C(OCc1nnc(-c2ccccc2)o1)C1CC(=O)N(Cc2ccco2)C1 (configuration not stated),-2%,2%,?,6%,-6%,-17%,-4%,-2%
O=C(O)c1ccc(-n2nc(C(F)(F)F)c3c2CCCC3)cc1,-3%&-5%,?,-4%&-8%,5%&-5%,-1%&-12%,?,3%&3%,0%&-8%
O=c1nc(NC2CCCC2)ccn1Cc1cccc(Br)c1,4%,0%,7%,20%,1%,-17%,4%,6%
COc1cc(CN2CCNC(=O)C2CC(=O)N(Cc2nccn2C)C(C)C)cc(OC)c1 (configuration not stated),-2%,.,.,-6%,-3%,7%[10 µM],1%,-3%
CC(C)(C)NC(=O)c1cnn(-c2ccccc2)c1NC(=O)c1ccccc1,-5%,-3%,-6%,7%,0%,-3%[10 µM],-10%,-8%
C/[N+]([O-])=C\C1C(=O)CC(C)(C)CC1=O,-3%,3%,4%,4%,6%,-24%,-1%,2%
COc1cc2c(=O)n(CCCN3CCOCC3)c(=S)[nH]c2c(OC)c1OC,2%,-4%,4%,-7%,-6%,-25%,-1%,12%
CCOCCCNc1nc2c(S(=O)(=O)c3ccc(CC)cc3)nnn2c2ccc(Cl)cc12,-18%,.,6%,.,.,.,17%[76.3 µM],-19%
O=C1C(=O)N(CCO)C(c2ccccc2)/C1=C(\O)c1ccccc1 (configuration not stated),6%,-3%,-5%,-8%,-6%,-15%,-2%,0%

Rows were taken by chance; any-hit rate near 3.3%.
